NPYLR7 agonist: activates Aedes aegypti NPYLR7 receptor | HEK293T NPYLR7/Galpha15, GCaMP6s calcium fluorescence | activation, % at 10 µM | hit rate 0.15% among 270,000; in the data active = activation above about 40%;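 also: 0% = vehicle and 100% = reference agonist at the receptor; some compounds past the cut are filed as inactive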
mcGAS inh: blocks mouse cGAS activity; recombinant cGAS, Kinase-Glo ATP depletion luminescence; inhibition, % at 12.5 µM; hit rate 0.15% among 160,000;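 also: 0% = negative control wells and 100% = reference inhibitor with no enzyme activity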
hcGAS inh: blocks human cGAS activity | Q8N884 | recombinant h-cGAS, ATP depletion, Kinase-Glo luminescence | inhibition, % at 12.5 µM | hit rate 0.081% among 290,000;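 also: 0% = vehicle reaction and 100% = reaction without DNA for no activity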
Target sequence (Q8N884 whole entry, looked up): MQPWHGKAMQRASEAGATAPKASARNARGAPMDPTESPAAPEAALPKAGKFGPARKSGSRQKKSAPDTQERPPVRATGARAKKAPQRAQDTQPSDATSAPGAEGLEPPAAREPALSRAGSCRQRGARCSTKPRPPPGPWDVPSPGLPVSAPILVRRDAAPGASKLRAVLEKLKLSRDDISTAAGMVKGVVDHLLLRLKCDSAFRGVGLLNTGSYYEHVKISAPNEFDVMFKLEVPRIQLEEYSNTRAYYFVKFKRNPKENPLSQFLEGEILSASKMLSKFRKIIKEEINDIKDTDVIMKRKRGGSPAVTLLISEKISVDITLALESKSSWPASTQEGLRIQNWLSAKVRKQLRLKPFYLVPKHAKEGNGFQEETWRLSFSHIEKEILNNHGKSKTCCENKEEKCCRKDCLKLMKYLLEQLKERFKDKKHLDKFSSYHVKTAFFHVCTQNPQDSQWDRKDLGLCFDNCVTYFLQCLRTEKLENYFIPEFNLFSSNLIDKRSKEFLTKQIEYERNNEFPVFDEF
Starred values were filed as active, the others as inactive; / = no result given; & = joins results of further samples. Rule as the data show it, unless noted: active = inhibition above about 40%; inactive = the rest.

The line under a structure holds: NPYLR7 agonist, mcGAS inh, hcGAS inh
[1] CCOCC(=O)N1CCN(Cc2cccc(-c3noc(-c4ccccc4)n3)c2)CC1
→ 3, -6, -3
[2] Cc1nnc(C)n1-n1ccc2nc3ccn(-c4ccccc4)c(=O)c3cc2c1=O
→ -3, -5, -4
[3] CC(=O)OCC(=O)[C@@]1(O)CC[C@H]2[C@@H]3CCC4=CC(=O)CC[C@]4(C)[C@H]3[C@@H](O)C[C@@]21C
→ -14, /, -4
[4] CCN(CC)CC(Cn1c2ccccc2c2ccccc21)OC(C)=O (stereo unspecified)
→ 2, -6, 2
[5] CC[C@H]1C[C@@H](NC(=O)c2ccccc2)C[C@@H](c2cnc(-c3ccccn3)nc2)O1
→ 5, -18, -2
[6] CCOC(=O)c1cccc(C(=O)Nc2cc(=O)n(-c3ccccc3)[nH]2)n1
→ -16, -4, -5
[7] Cc1ccc(-c2cn[nH]c2C2CCCN(C(=O)C(=O)c3cccn3C)C2)cc1 (stereo unspecified)
→ 5, -9, 0
[8] O=C(Nc1ccc2c(c1)OC(F)(F)O2)c1ccc(CN2CCCC2=O)cc1
→ -13, /, 1
[9] CCN(CC)CCCn1c2c(c(SCC(=O)Nc3ccc(C)cc3C)nc1=O)CCC2
→ 3, 0, 9
[10] CC(C)(C)C(=O)Nc1ccc(C(=O)Nc2nccs2)cc1
→ -5, -2, -1
[11] COCc1cc(N(C)Cc2ccccc2)nc(SCc2cccc(C(=O)N3CCCC3)c2)n1
→ 0, -4, 9
[12] CCCC1COCCN1C(=O)c1cc(S(N)(=O)=O)ccc1F (stereo unspecified)
→ 2, -13, -5
[13] Cn1nc(C2CCN(C(=O)c3ccc(O)cc3)CC2)n(Cc2ccccc2)c1=O
→ 2, -14, 0
[14] O=C1NC(=Nc2cccnc2)S/C1=C/c1ccc(O)cc1
→ 1, -4, 2
[15] CC(C)OC(=O)Oc1ccc2oc(=O)sc2c1
→ -3, 3, 11
[16] Cc1cn2ccccc2c1P(=Nc1ccccc1)(N1CCOCC1)N1CCOCC1
→ -7, /, 3
[17] CCC(NC(=O)c1cc(S(=O)(=O)N(C)C)ccc1Cl)C12CC3CC(CC(C3)C1)C2 (stereo unspecified)
→ 0, /, -4
[18] O=C(O)CCN1C(=O)/C(=C/c2ccc(O)cc2)SC1=S
→ 92*, 0, -4
[19] CSC1=NC2(CCCCC2)C2=C(CCCC2)N1
→ 3, -8, -6
[20] COc1cccc(CNCc2nnc3n2CCCC3)c1OC
→ 2, /, -10
[21] CCN(CC)C(=O)Oc1ccc2c(ccn2Cc2ccc(Cl)cc2)c1NC(=O)CCC(=O)OC
→ 0, -7, -6
[22] CCC(O)c1nc2ccccc2n1Cc1ccc(F)cc1 (stereo unspecified)
→ -1, /, 4
[23] CCC(=O)NNC(=O)CC12CC3CC(CC(C3)C1)C2
→ 6, -5, -5
[24] CCOC(=O)CSc1nnc(Nc2ccc(C)cc2)s1
→ 2, /, 1
[25] Cc1ccnc(SCc2cc(=O)c(OC(=O)Cc3ccc(Cl)cc3)co2)n1
→ -13, 33, -2
[26] COc1cc(C(=O)NCc2ccccc2CN(C)C)cc(Cl)c1OC
→ 3, /, -2
[27] CCCc1nnc2sc(Cc3ccccc3)nn12
→ 0, -7, -4
[28] COC(=O)c1c(C)c(C(=O)CN(CC2CCCO2)C(=O)Nc2c(Cl)cccc2Cl)c(C)n1C (stereo unspecified)
→ 11, -6, -7
[29] CC1CCN(c2ccc(NC(=O)CC(C)(C)C)cc2C(=O)NCc2ccc(F)cc2)CC1
→ -10, 0, 4
[30] Cc1csc(SCc2nc(C(C)(C)NC(=O)OC(C)(C)C)no2)n1
→ 5, /, -5

A few values from the results shown:
In mcGAS inh, CSC1=NC2(CCCCC2)C2=C(CCCC2)N1 is entered as -8
In NPYLR7 agonist, CC(C)(C)C(=O)Nc1ccc(C(=O)Nc2nccs2)cc1 is entered as -5

Compounds from the list above that have a Cl atom (five):
The line under a structure holds: NPYLR7 agonist, mcGAS inh, hcGAS inh
[17] CCC(NC(=O)c1cc(S(=O)(=O)N(C)C)ccc1Cl)C12CC3CC(CC(C3)C1)C2 (stereo unspecified)
→ 0, /, -4
[21] CCN(CC)C(=O)Oc1ccc2c(ccn2Cc2ccc(Cl)cc2)c1NC(=O)CCC(=O)OC
→ 0, -7, -6
[25] Cc1ccnc(SCc2cc(=O)c(OC(=O)Cc3ccc(Cl)cc3)co2)n1
→ -13, 33, -2
[26] COc1cc(C(=O)NCc2ccccc2CN(C)C)cc(Cl)c1OC
→ 3, /, -2
[28] COC(=O)c1c(C)c(C(=O)CN(CC2CCCO2)C(=O)Nc2c(Cl)cccc2Cl)c(C)n1C (stereo unspecified)
→ 11, -6, -7

Three entries picked at random from the list so far:
The line under a structure holds: NPYLR7 agonist, mcGAS inh, hcGAS inh
[22] CCC(O)c1nc2ccccc2n1Cc1ccc(F)cc1 (stereo unspecified)
→ -1, /, 4
[26] COc1cc(C(=O)NCc2ccccc2CN(C)C)cc(Cl)c1OC
→ 3, /, -2
[21] CCN(CC)C(=O)Oc1ccc2c(ccn2Cc2ccc(Cl)cc2)c1NC(=O)CCC(=O)OC
→ 0, -7, -6

New compounds follow
The line under a structure holds: NPYLR7 agonist, mcGAS inh, hcGAS inh
[31] COc1ccc(C(CC(=O)NCCCN2CCCCC2C)c2c[nH]c3ccccc23)cc1OC (stereo unspecified)
→ /, -10, -13
[32] CCCCOCCCNC(=O)c1sc2c(Cl)c(Cl)ccc2c1Cl
→ /, -5, -5
[33] COc1ccccc1N1CCN(S(=O)(=O)c2ccccc2)C(C)C1=O (stereo unspecified)
→ 16, -4, -9
[34] Cc1cccn2cc(CNC(=O)Cc3ccc(Cl)cc3)nc12
→ 0, /, -1
[35] CCC1CN(CCNC(=O)CCCc2cccs2)Cc2cc(OC)ccc2O1 (stereo unspecified)
→ 16, -11, -7
[36] N#CC1=C(N=Cc2cc(Cl)cc(Cl)c2O)CCC1
→ 12, /, 4
[37] Cc1cc(C(=O)N2CCN(c3cccc(Cl)c3)CC2)n2nc(-c3ccccc3)cc2n1
→ 2, -5, -4
[38] O=c1oc2ccc(Cl)cc2cc1-c1nnc(Nc2ccc(Cl)cc2Cl)s1
→ -7, 0, 1
[39] O=C(NCCc1nc(-c2ccccn2)no1)c1ccccc1N1CCOCC1
→ 0, -10, 1
[40] COc1ccc2nc(N(CCN(C)C)C(=O)CCS(=O)(=O)c3ccc(Cl)cc3)sc2c1
→ 3, -6, -8
[41] c1ccc2[nH]c(-c3ccc(-n4ccnc4C4CCOC4)cc3)nc2c1 (stereo unspecified)
→ 17, /, -4
[42] COc1cc(NC(=O)c2ccco2)c(C(=O)OCC(=O)Nc2ccc(C(C)=O)cc2)cc1OC
→ -1, -3, -1
[43] Cc1nccn1CC1(CNC(=O)c2ccnc(N)c2)CC1
→ 8, /, -2
[44] Cc1ccc(C(=O)CSc2nnc(-c3ccco3)o2)o1
→ -2, /, -4
[45] CCCCN(C)S(=O)(=O)N1CCN(c2nc(N)ns2)CC1
→ 1, /, -7
[46] O=C1N(c2ccccc2)C(c2ccco2)C1(F)F (stereo unspecified)
→ 13, /, 0
[47] CCc1nc2c(OCC(N)=O)cccn2c1N(C)C(=O)COc1ccccc1
→ -20, 1, 2
[48] CCN1CCN(Cc2ccc(O)c(C)c2)C(C)C1=O (stereo unspecified)
→ 6, -20, -4
[49] COc1cccc(Cn2cccc2CN(Cc2ccccc2)C(=O)CN(CC(C)C)C(=O)c2cccc([N+](=O)[O-])c2)c1
→ 1, -5, -3
[50] O=C(NS(=O)(=O)c1cccc(C(F)(F)F)c1)c1cscn1
→ 13, /, -13
[51] CC(=O)Nc1cc(-c2ccc(N(C)C)cc2)cn2c(-c3ccc(F)cc3)cnc12
→ 5, -8, -5
[52] C=CCC(O)(CC=C)c1ccc(CN(CCOC)Cc2ccco2)o1
→ -1, -3, -1
[53] Cc1ccc2c(c1)Oc1ncccc1C(=O)N2C
→ 5, /, -2
[54] Cc1ccc(CN(CCc2ccccc2)C(=O)CN(CCN2CCOCC2)Cc2c(F)cccc2Cl)o1
→ 19, -6, -8
[55] CN1CCC2(CC1)CCN(S(=O)(=O)c1cc3ccccc3o1)C2
→ 13, -11, -6
[56] C=C(NN=c1sc2ccccc2n1C)c1cc2ccccc2o1
→ 4, -9, -7
[57] O=C(O)Cn1cnc2sc(-c3ccccc3)cc2c1=O
→ -1, /, -13
[58] Cc1ccc(N2C(=O)CSC2c2ccc(NS(=O)(=O)c3ccc4ccccc4c3)cc2)cc1C (stereo unspecified)
→ -3, 0, 0
[59] COc1ccc(N=C2S/C(=C\c3ccc(O)cc3)C(=O)N2c2ccc(OC)cc2)cc1
→ -6, -4, -2
[60] NS(=O)(=O)N1CCCC1c1ccc(Cl)c(Cl)c1 (stereo unspecified)
→ 2&3, /, -4&-5
[61] COc1ccc(C(=O)NC2CCC(NC(=O)[C@H]3CCCN3C(=O)C3CCC3)CC2)cc1 (stereo partly specified)
→ -4, -2, -1
[62] COc1cccc(NC(=O)N2CCN(c3nc(C(C)C)nc4sc5c(c34)CCC(C)C5)CC2)c1 (stereo unspecified)
→ -8, -5, -6
[63] CC1Cn2c(nnc2-c2cc3ccccc3cc2O)S1 (stereo unspecified)
→ -2, /, 3
[64] CCCCCOC(=O)CCSc1n[nH]c(=O)[nH]c1=O
→ 5, -2, -1
[65] COCCN(CC1CCCO1)C(=O)c1cccc(-c2ccc(O)cc2)c1 (stereo unspecified)
→ 6, -8, -7
[66] COc1cccc(C2CCN2CC(=O)Nc2ccc(N(C)C(C)=O)cc2)c1 (stereo unspecified)
→ -10, /, -2
[67] Cc1cc(C(=O)N2CC(=O)N(Cc3cccnc3)CC(OCC3CC3)C2)nn1C (stereo unspecified)
→ 21, -7, -11
[68] COCCCN(CC(=O)N1CCc2sccc2C1c1ccc(Cl)cc1)C(=O)c1ccccc1OC (stereo unspecified)
→ 1, -5, -6
[69] CC(C)(C)c1nc(CN(Cc2cccs2)C2CCS(=O)(=O)C2)cs1 (stereo unspecified)
→ -3, /, -6
[70] Cc1ccc(/C=C/S(=O)(=O)NNC(=O)c2cccn2C)cc1
→ 1, /, 1
[71] COC(=O)[C@@H](C)NC(=O)[C@H]1CN(C(C)=O)CCN1C(=O)C1CCNCC1
→ -6, -8, -5
[72] CCCc1cnc(C)nc1N1CCCN(S(C)(=O)=O)CC1
→ -9, -11, -4
[73] N[C@@H](Cc1cnc[nH]1)C(=O)N1C[C@H]2CC=CC[C@H]2C1
→ 5, /, -8
[74] O=C(Nc1ccc(F)c(F)c1)N(Cc1ccc(OS(=O)(=O)c2cccc(C(F)(F)F)c2)cc1)Cc1ccco1
→ 3, -5, -9
[75] CCOCc1nn2c(=O)c(NC(=O)c3ccccc3C)cnc2s1
→ 0, -6, -14
[76] CCOC(=O)[C@@H]1[C@H](c2ccccc2)[C@@H](NS(=O)(=O)c2cccs2)[C@H]2CCCN21
→ 3, -2, 2
[77] O=C(CSc1nc(-c2ccco2)nc2ccccc12)N1CCCCC1
→ 6, /, -7
[78] COc1ccccc1CN(C)C(=O)CCc1n[nH]c(=S)[nH]c1=O
→ 6, /, -2
[79] COc1cn2c(cc1=O)C(=O)N(CCNC(=O)c1ccccc1)CC2
→ 17, /, -7
[80] Cc1cc(N2CC(c3ccccn3)C2)nc(-c2ccccc2O)n1
→ /, -13, -7
[81] Cc1ccc(-c2nc(N3CCN(CCO)CC3)ncc2-c2ccccc2C)cc1
→ 1, /, -8
[82] Cc1ccc(CSc2nc(CC(=O)NCc3cccs3)cs2)cc1
→ /, -6, -6
[83] O=C(CSc1nnc(-c2ccccc2)n1-c1ccccc1)N/N=C\c1ccccc1Br
→ -3, /, 1
[84] COc1cccc([C@@H](C)NC(=O)CSc2n[nH]c(C)n2)c1
→ 16, -12, -7
[85] CC1=NC2=C(C(=O)CCC2)C(c2ccsc2)C1C(=O)OCCc1ccccc1 (stereo unspecified)
→ -6, -5, -3
[86] Cc1ccc(C)c(-n2c(C)cn3c4c(=O)n(CCN5CCCCC5)c(=O)n(C)c4nc23)c1
→ 18, /, -12
[87] COc1ccc(Cl)c2sc(N(CCCN(C)C)C(=O)c3ccccc3S(C)(=O)=O)nc12
→ 1, /, 3
[88] CN(CC(=O)Nc1cnc(-c2cccc(O)c2)nc1)S(C)(=O)=O
→ 0, -14, -9
[89] Cc1cccc2c1NC1(CCN(Cc3ccncc3)CC1)NC2=O
→ 6, 0, -1

Not a retest: five of the compounds above.
The line under a structure holds: NPYLR7 agonist, mcGAS inh, hcGAS inh
[85] CC1=NC2=C(C(=O)CCC2)C(c2ccsc2)C1C(=O)OCCc1ccccc1 (stereo unspecified)
→ -6, -5, -3
[86] Cc1ccc(C)c(-n2c(C)cn3c4c(=O)n(CCN5CCCCC5)c(=O)n(C)c4nc23)c1
→ 18, /, -12
[87] COc1ccc(Cl)c2sc(N(CCCN(C)C)C(=O)c3ccccc3S(C)(=O)=O)nc12
→ 1, /, 3
[88] CN(CC(=O)Nc1cnc(-c2cccc(O)c2)nc1)S(C)(=O)=O
→ 0, -14, -9
[89] Cc1cccc2c1NC1(CCN(Cc3ccncc3)CC1)NC2=O
→ 6, 0, -1

Source: PubChem BioAssay (Fisher Drug Discovery Resource Center)
